TDP1 cell noCPT: qHTS for Inhibitors of human tyrosyl-DNA phosphodiesterase 1 (TDP1): qHTS in cells in absence of CPT; DT40 Tdp1-/- hTDP1 cells, no CPT, ATP luminescence, 48 h; Potency, µM (doses to about 46.2 µM), for the others: at the top dose activity change, negative = growth inhibition, actives largely listed as inhibitors; actives 15% (n = 420,000); AID 686978, 2013; active = well fitted inhibition curve with a large enough effect; inconclusive = small, poorly fitted or top-dose-only effect; also: nearly all actives have a fitted effect of over 55% in size
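Luminescent ATP content (CellTiter-Glo) served as the growth readout. Knockout chicken DT40 cells expressing human TDP1 were exposed to compounds without camptothecin for a minimum 48 hr at 37 °C.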
Numbers without * were called inactive; u = inconclusive; [ ] = dose if it differs, or a comment. % is scaled to controls: 0 for no effect and ±100 for the full control effect; potency is read from the fitted curve at half-maximal effect. These rows are one share of the data (hit frequency here may not be typical).

Start of the data: the first 6 entries, ahead of the listing:
SMILES	TDP1 cell noCPT
COC(=O)C1=C(c2ccccc2)C[C@@H]2CC[C@H]1N2C(=O)NCc1ccc(F)cc1	-19%
Fc1ccc(NC(=S)N2Cc3ccccc3-n3nncc3C2)cc1	u
CCCC1(CC(C)CC)C(=O)NC(=O)NC1=O (stereo unspecified)	-24%
C[C@@H]1CN([C@@H](C)CO)C(=O)CCCn2nncc2CO[C@@H]1CN(C)C(=O)Oc1ccccc1	1%
C[C@H](CO)N1C[C@H](C)[C@@H](CN(C)C(=O)c2ccc3c(c2)OCO3)Oc2cc(/C=C/c3ccccc3)ccc2S1(=O)=O	8.2µM*
CCOC(=O)[C@]12Cc3cc(OC)ccc3[C@H]1N(C)C(=O)c1cc(OC)ccc12	16µM*

The list itself, previewed entries included:
SMILES	TDP1 cell noCPT
COC(=O)C1=C(c2ccccc2)C[C@@H]2CC[C@H]1N2C(=O)NCc1ccc(F)cc1	-19%
Fc1ccc(NC(=S)N2Cc3ccccc3-n3nncc3C2)cc1	u
CCCC1(CC(C)CC)C(=O)NC(=O)NC1=O (stereo unspecified)	-24%
C[C@@H]1CN([C@@H](C)CO)C(=O)CCCn2nncc2CO[C@@H]1CN(C)C(=O)Oc1ccccc1	1%
C[C@H](CO)N1C[C@H](C)[C@@H](CN(C)C(=O)c2ccc3c(c2)OCO3)Oc2cc(/C=C/c3ccccc3)ccc2S1(=O)=O	8.2µM*
CCOC(=O)[C@]12Cc3cc(OC)ccc3[C@H]1N(C)C(=O)c1cc(OC)ccc12	16µM*
COc1ccc2c3c1O[C@H]1[C@@H](O)C=C[C@H]4[C@@H](C2)NCC[C@@]341	u
O=Nc1c(O)c2ccccc2c2ccccc12	3.3µM*
Oc1cccc[c]1[Hg][Cl]	0.15µM*
COC(=O)C1=C(c2ccccc2)C[C@@H]2CC[C@H]1N2C(=O)NCCCOC(C)C	-8%
O=c1[nH]c2ccccc2n1C1CCN(C(c2cc3ccccc3o2)c2nnnn2-c2ccc3c(c2)OCCO3)CC1 (stereo unspecified)	15µM*
CN(c1ccccc1N(C)S(=O)(=O)c1ccccc1)S(=O)(=O)c1ccccc1	u
CN(C)Cc1c[nH]c2ccc([N+](=O)[O-])cc12	u
CN(Cc1cccc(-c2ccncc2)c1)C(=O)Oc1ccc([N+](=O)[O-])cc1	16µM*
Cc1[nH]c2ccccc2c1CN1CCCCC1	3.7µM*
O=C1NC(=O)C2(CCN(S(=O)(=O)c3ccccc3)CC2)C(=O)N1	-15%
CC(C)(O)C1C2OC(=O)C1C1(O)CC3OC34C(=O)OC2C14C (stereo unspecified)	7%
CCCCn1nnnc1C(C1CC1)N1CCC2(CC1)C(=O)NCN2c1ccccc1 (stereo unspecified)	u
CC(Cc1ccc2c(c1)OCO2)NO (stereo unspecified)	-19%[92.5 µM]
NC(=S)NN=C1CCC2(CCCCC2)CC1	u
CC(NC(=O)c1cc(F)ccc1F)c1nnc2n1CCN(Cc1ccc(-c3ccccc3)cc1)CC2 (stereo unspecified)	u
CCOC(=O)c1cc2ccccc2n1C1CCN(Cc2ccccc2)CC1	16µM*
COC(=O)C12CCc3c(ccc4cc(OC)ccc34)C1=CC(=O)C2 (stereo unspecified)	u
CCCc1c(-c2ccccc2F)ncn1CCc1ccccc1OC	2.6µM*
C[C@H](CO)N1C[C@H](C)[C@@H](CN(C)C(=O)Oc2cccc3ccccc23)OCc2cn(nn2)CCCC1=O	-26%
CCOC(=O)[C@]12Cc3cc(C)ccc3[C@H]1N(CCC(=O)OC)C(=O)c1cc(OC)ccc12	8.2µM*
O=C1NCN(c2ccccc2)C12CCN(C(c1cccc3ccccc13)c1nnnn1C1CCCC1)CC2 (stereo unspecified)	16µM*
CCOC(=O)[C@]12Cc3ccccc3[C@H]1N(Cc1ccccc1)C(=O)c1cc(OC)ccc12	18µM*
CCN(c1ccccc1)S(=O)(=O)c1ccc(C(=O)NCC(c2ccccc2OC)N2CCCC2)cc1 (stereo unspecified)	u
O=C(CSc1nc2ccccc2c(=O)n1-c1ccccc1)Nc1ccc2c(c1)CCC2	21µM*
CCOC(=O)c1cccc(C2=C(CNC(C)=O)[C@H]3CC[C@@H](C2)N3Cc2ccccc2)c1	u
O=C(O)CCCO	-22%[92.5 µM]
COc1ccc(OC(=O)N(C)C[C@H]2OCc3cnnn3CCCC(=O)N([C@H](C)CO)C[C@H]2C)cc1	-3%
COC(=O)C1=C(c2cc3ccccc3s2)C[C@@H]2CC[C@H]1N2C(=O)N1CCOCC1	7.3µM*
Clc1ccccc1CNCCc1c[nH]c2ccccc12	u
COc1ccc2[nH]cc(CCN(C(C)C)C(C)C)c2c1	-28%[92.5 µM]
Cc1ncc(C(=O)O)n1C(C)c1ccccc1 (stereo unspecified)	-17%
Cc1ccc(S(=O)(=O)Nc2ccc3ncccc3c2[N+](=O)[O-])cc1	u
O=c1[nH]c2ccccc2n1C1CCN(C(c2nnnn2C2CCCCC2)C2CC2)CC1 (stereo unspecified)	15µM*
C[C@@H]1CN([C@@H](C)CO)C(=O)CCCn2nncc2CO[C@H]1CN(C)C(=O)Oc1ccccc1	-16%
CCCCn1nnnc1C(CCSC)N1CCC2(CC1)C(=O)NCN2c1ccccc1 (stereo unspecified)	u
CCCN(CCc1cccs1)[C@H]1CCc2c(O)cccc2C1	u
C(=NN1CCCCCC1)c1c[nH]c2ccccc12	-17%
Cc1cccc(OCCNc2ncccc2[N+](=O)[O-])c1	u
CN1C(=O)C(C)(C2=CCCCC2)C(=O)NC1=S (stereo unspecified)	-1%
COC(=O)C1=C(c2cc3ccccc3s2)C[C@@H]2CC[C@H]1N2C(=O)NC1CCCCC1	u
Cc1cccc(C)c1-n1nnnc1C(c1cccs1)N1CCC2(CC1)C(=O)NCN2c1ccccc1 (stereo unspecified)	15µM*
CC(C)c1ccc(C(=O)N2CCCC(c3cc(C(=O)Nc4ccccc4Cl)no3)C2)cc1 (stereo unspecified)	5.8µM*
O=C1NCCCCC1(Cl)Cl	5%
COC(=O)C1=CO[C@@H](C)[C@H]2CN3CC[C@]4(C(=O)Nc5ccccc54)[C@@H]3C[C@H]12	5%
COc1ccc(S(=O)(=O)N2CCN(C(=O)c3ccc(COc4ccccc4)o3)CC2)cc1	u
CC1(C)S[C@@H]2[C@H](N3C(=O)C(c4ccccc4)NC3(C)C)C(=O)N2[C@H]1C(=O)O (stereo partly specified)	-13%
COc1cccc2c1N=C1CCCC3CN(C(C)=O)CCC123 (stereo unspecified)	-10%
CC(C)(C)n1nnnc1C(C1CC1)N1CCC(n2c(=O)[nH]c3ccccc32)CC1 (stereo unspecified)	u
CC(=O)Nc1cc(-c2ccc(C(=O)NC3CC3)cc2)cn2c(-c3ccc(F)c(Cl)c3)cnc12	15µM*
CC(=O)OC1CCC2(C)C(CCC3C4CC(N5CC5)C(C(C)=O)C4(C)CC(=O)C32)C1 (stereo unspecified)	15µM*
COc1ccc2c(c1)NP(=S)(c1ccccc1)N2C (stereo unspecified)	-17%
COC(=O)[C@@H]1N=C(c2ccc(OC)cc2)O[C@]12C(=O)N(C)c1ccc(Cl)cc12	u
COC(=O)[C@]12CCC(C)(C)C[C@H]1[C@H]1C(=O)C=C3[C@@]4(C)C=C(C#N)C(=O)C(C)(C)[C@@H]4CC[C@@]3(C)[C@]1(C)CC2	1.1µM*
COc1ccc(-n2nnnc2C(c2cc3ccccc3o2)N2CCC(n3c(=O)[nH]c4ccccc43)CC2)cc1 (stereo unspecified)	23µM*

More entries.
SMILES	TDP1 cell noCPT
CC(C)[C@H]1C(=O)N2CCC[C@H]2[C@]2(O)O[C@](NC(=O)[C@@H]3C[C@@H]4c5cccc6[nH]cc(c56)C[C@H]4N(C)C3)(C(C)C)C(=O)N12	19µM*
CC1=CP(=O)(Oc2ccc([N+](=O)[O-])cc2)CC1 (stereo unspecified)	-3%
Cc1cccc(-n2c(CN3C(=O)c4ccccc4C3=O)nc3ccccc3c2=O)n1	-10%
COC(=O)C1=C(c2ccc(OCc3ccccc3)cc2)C[C@@H]2CC[C@H]1N2C(=O)NCc1cccc(F)c1	15µM*
C[C@]12CC[C@@H]3c4ccc(O)cc4C[C@@H](CCCCCCCCCS(=O)CCCC(F)(F)C(F)(F)F)[C@H]3[C@@H]1CC[C@@H]2O (stereo partly specified)	u
O=C(Nc1cc(Cl)cc(Cl)c1)N1Cc2ccccc2-n2nncc2C1	u
N#Cc1ccc(CN2Cc3ccccc3-n3nncc3C2)cc1	u
CCOP(=S)(OCC)N1CC1	15%
CCC1(CC)COP(=O)(OCC(Cl)CCl)OC1 (stereo unspecified)	-4%
O=c1[nH]c2ccccc2n1C1CCN(C(c2cccc3ccccc23)c2nnnn2Cc2ccccc2)CC1 (stereo unspecified)	8.2µM*
Cc1ccccc1CN1Cc2cnnn2-c2ccccc2C1C#N (stereo unspecified)	2.1µM*
CC(N)C(=O)NC1C2C(=C(O)CC(O)C2O)C(=O)OC1(C)C(Cl)Cl (stereo unspecified)	0.16µM*
CCOc1ccc(N(C(C)C(=O)Nc2cc(Cl)ccc2OC)S(C)(=O)=O)cc1 (stereo unspecified)	0.52µM*
CC[C@H]1C[C@H]2[C@@H]3CCC4=CC(=O)CC[C@@H]4[C@H]3CC[C@]2(C)[C@H]1O	-11%
CCCCOC(=O)c1ccc(NC(=O)c2c(O)[nH]c(=O)[nH]c2=O)cc1	-2%
CCCCC1C(=O)NC(=O)N(C2CCCCC2)C1=O (stereo unspecified)	u
CNC(C)C#Cc1ccc2oc3cc(C)c(C)cc3c(=O)c2c1 (stereo unspecified)	15µM*
C[C@@H]1CN([C@@H](C)CO)C(=O)CCCn2cc(nn2)CO[C@H]1CN(C)C(=O)Oc1ccc2ccccc2c1	-22%
COc1ccc(C(c2nnnn2-c2c(C)cccc2C)N2CCC(n3c(=O)[nH]c4ccccc43)CC2)cc1 (stereo unspecified)	9.2µM*
S=C(Nc1ccccc1)Nc1ccccn1	u
COCCNC(=S)N1Cc2ccccc2-n2nncc2C1	-14%
O=C(NN=Cc1ccc(N(CCCl)CCCl)cc1)c1cccnc1	9.2µM*
O=C(N[C@@H]1N=C(c2ccccc2F)c2cccc3c2N(CC3)C1=O)c1cc2ccccc2[nH]1	u
C#CCCC[C@@H]1OC(=O)CNC(=O)C([C@@H](C)CC)NC(=O)[C@@H]2CCCN2C(=O)C([C@@H](C)CC)OC(=O)[C@H](Cc2ccccc2)N(C)C(=O)[C@H](C(C)C)NC(=O)C1(C)C (stereo partly specified)	21µM*
COc1ccc(C#Cc2ccc3c(c2)O[C@H](CN(C)S(=O)(=O)c2ccccc2F)[C@H](C)CN([C@H](C)CO)S3(=O)=O)cc1	21µM*
COC(=O)C1=C(c2ccccc2)C[C@@H]2CC[C@H]1N2C(=O)NC1CCCCC1	u
CC(=O)OC1CCC2(C)C(=CC(=O)C3C2CCC2(C)C(OC(C)=O)CCC32)C1 (stereo unspecified)	u
C=C(C)[C@@]12OC3(c4ccccc4)O[C@@H]1C1[C@@H]4O[C@]4(CO)[C@@H](O)[C@]4(O)C(=O)C(C)=C[C@H]4[C@@]1(O3)[C@H](C)[C@H]2OC(=O)/C=C/C=C/c1ccccc1 (stereo partly specified)	3.3µM*
NC(Cc1ccc(C(F)(F)F)cc1)c1csc(Nc2nncc3ccccc23)n1 (stereo unspecified)	21µM*
CCN1C[C@@]2(COC)C3[C@@H](OC)[C@H]4[C@@H]1[C@@]3(C1C[C@H]3[C@H](O)C1[C@]4(O)C[C@H]3OC)[C@@H](OC)C[C@H]2O (stereo partly specified)	-1%

A draw from above in order of heavy-atom count, highest first.
SMILES	TDP1 cell noCPT
COc1ccc(C(c2nnnn2-c2c(C)cccc2C)N2CCC(n3c(=O)[nH]c4ccccc43)CC2)cc1 (stereo unspecified)	9.2µM*
O=C(NN=Cc1ccc(N(CCCl)CCCl)cc1)c1cccnc1	9.2µM*
CNC(C)C#Cc1ccc2oc3cc(C)c(C)cc3c(=O)c2c1 (stereo unspecified)	15µM*

(list continues)
SMILES	TDP1 cell noCPT
O=C(NN=Cc1ccc(N(CCCl)CCCl)cc1)c1cccc([N+](=O)[O-])c1	u
COC(C(=O)C(O)C(C)O)C1Cc2cc3cc(OC4CC(OC5CC(O)C(O)C(C)O5)C(O)C(C)O4)c(C)c(O)c3c(O)c2C(=O)C1OC1CC(OC2CC(OC3CC(C)(O)C(O)C(C)O3)C(O)C(C)O2)C(O)C(C)O1 (stereo unspecified)	0.028µM*
COc1cc2c(c(OC)c1OC)-c1ccc(O)cc1C(NC(C)=O)CC2 (stereo unspecified)	0.18µM*
NS(=O)(=O)c1ccc(CCNC(=O)c2ccc(Cl)c(S(=O)(=O)N3CCCCCC3)c2)cc1	23µM*
CC(C)(C)n1nnnc1C(c1cccc2ccccc12)N1CCC2(CC1)C(=O)NCN2c1ccccc1 (stereo unspecified)	u
COc1cccc(C(c2nnnn2Cc2ccccc2)N2CCC3(CC2)C(=O)NCN3c2ccccc2)c1OC (stereo unspecified)	u
CN1CCc2cc(O)cc3c2[C@H]1Cc1ccc(O)c(O)c1-3	2.6µM*

Among those listed so far, these contain a thiophene ring, fused or not.
SMILES	TDP1 cell noCPT
COC(=O)C1=C(c2cc3ccccc3s2)C[C@@H]2CC[C@H]1N2C(=O)N1CCOCC1	7.3µM*
CCCN(CCc1cccs1)[C@H]1CCc2c(O)cccc2C1	u
COC(=O)C1=C(c2cc3ccccc3s2)C[C@@H]2CC[C@H]1N2C(=O)NC1CCCCC1	u
Cc1cccc(C)c1-n1nnnc1C(c1cccs1)N1CCC2(CC1)C(=O)NCN2c1ccccc1 (stereo unspecified)	15µM*
